NPSR antag: qHTS Assay for Antagonists of the Neuropeptide S Receptor: cAMP Signal Transduction; CHO-NPSR cells, cAMP TR-FRET, antagonist mode; Potency, µM (top dose mostly 38.3 µM), for inactives: at the highest dose activity change, negative = inhibition, usual class: inhibitors; Q6W5P4; 220,000 compounds, 1% hits; further: potency means the concentration at half of the fitted maximal effect; on the % scale 0 is the no-effect control and ±100 the full control effect; nearly all actives have a fitted effect of over 50% in size; many of its hits are not listed in these tables
Epigenetic derep: Quantitative High-Throughput Screen for Regulators of Epigenetic Control; murine LDR cells, GFP reporter derepression, 30 h; Potency, µM (highest dose often 53.9 µM), for inactives: top-dose GFP activation, actives largely listed as activators; 280,000 compounds, 0.2% hits; further: potency means the concentration at half of the fitted maximal effect; % of control where 0% means no effect; nearly all actives have a fitted effect of over 60% in size
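GFP-positive cell count by laser-scanning cytometry (objects 20–120 um) after 30 h, 37 C compound exposure of murine LDR cells; reporter is CMV-GFP integrated at a silenced locus, inducible by HDAC or DNMT inhibitors.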
Luc counter: Counterscreen for Luciferase (Kinase-Glo TM) Inhibition | Luciferin 4-monooxygenase (Photuris pensylvanica), Q27757 | Kinase-Glo luciferase, ATP luminescence, 8 min | Potency, µM (series often up to 38.3 µM), for inactives: at the highest dose activity change, negative = inhibition, usual class: inhibitors | 200,000 compounds, 0.28% hits | AID 1379, 2008; further: potency means the concentration at half of the fitted maximal effect; on the % scale 0 is the no-effect control and ±100 the full control effect; nearly all actives have a fitted effect of over 60% in size
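Substrate mix (final 50 mM imidazole pH 7.2, 50 mM KCl, 7 mM MgCl2, 10 uM ATP, 0.01% Tween 20, 0.05% BSA) plus pin-tool compound, then Kinase-Glo detection mix; 8 min ambient, luminescence read.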
HTT aggregate: qHTS Multiplex Assay to Identify Dual Action Probes in a Cell Model of Huntington: Aggregate Formation (GFP). PC12 HttQ103-GFP aggregates, Acumen cytometry, 40 h. Potency, µM (titrated, usually from 46.1 µM), without a hit: top-dose activity change, negative = inhibition, usual class: inhibitors. 220,000 compounds, 1.1% hits; further: potency means the concentration at half of the fitted maximal effect; on the % scale 0 is the no-effect control and ±100 the full control effect; nearly all actives have a fitted effect of over 60% in size
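Ecdysone-promoter PC12 model expressing HTT exon 1 Q103 fused to GFP, induced by tebufenozide at 100 nM final. Compounds titrated; aggregates sized 1–25 µm scored on a 488 nm laser cytometer.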
CBFb-RUNX1 inh: qHTS Assay for Compounds Blocking the Interaction Between CBF-beta and RUNX1 for the Treatment of Acute Myeloid Leukemia; 230,000 tested, under 10 active; Runt-related transcription factor 1 (Homo sapiens) + Core-binding factor subunit beta …; Potency, µM (series often up to 59.8 µM), for inactives: at the top dose activity, negative = inhibition, most hits filed as inhibitors; AlphaScreen CBFb-His/RUNX1-biotin binding, biochemical; further: % of control where 0% means no effect
Target sequence (Q01196 whole entry, looked up): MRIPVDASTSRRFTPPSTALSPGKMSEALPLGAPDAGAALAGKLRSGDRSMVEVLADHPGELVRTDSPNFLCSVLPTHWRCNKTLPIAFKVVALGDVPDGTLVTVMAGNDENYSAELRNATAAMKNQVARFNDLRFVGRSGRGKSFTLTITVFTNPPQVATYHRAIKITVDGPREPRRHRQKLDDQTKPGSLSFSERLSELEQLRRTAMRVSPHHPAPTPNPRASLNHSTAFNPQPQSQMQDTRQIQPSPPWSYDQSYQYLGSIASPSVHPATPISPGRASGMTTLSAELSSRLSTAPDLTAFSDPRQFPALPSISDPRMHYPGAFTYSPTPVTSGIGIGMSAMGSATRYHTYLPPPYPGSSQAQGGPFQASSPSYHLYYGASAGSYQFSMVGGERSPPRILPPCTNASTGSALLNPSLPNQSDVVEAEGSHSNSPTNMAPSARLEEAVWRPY
Target sequence (Q13951 whole entry, looked up): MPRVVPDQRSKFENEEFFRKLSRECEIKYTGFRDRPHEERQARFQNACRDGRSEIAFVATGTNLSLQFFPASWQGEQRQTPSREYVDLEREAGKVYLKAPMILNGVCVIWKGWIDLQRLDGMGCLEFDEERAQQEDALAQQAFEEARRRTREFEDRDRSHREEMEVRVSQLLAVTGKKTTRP
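Bead-based AlphaScreen assay; binding partners His-tagged CBF-beta and biotinylated RUNX1 at 30 nM each. Compound exposure 15 min after a 20-min protein preincubation; bead step 90 min; all steps at room temperature.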
L3MBTL1 block: qHTS Assay for the Inhibitors of L3MBTL1. Potency, µM (highest dose often 57.1 µM), for the others: top-dose activity, negative = inhibition, hits mostly inhibitors. 230,000 compounds, 0.66% hits. AlphaScreen L3MBTL1–H3K9me1 peptide binding; further: potency means the concentration at half of the fitted maximal effect; on the % scale 0 is the no-effect control and ±100 the full control effect; nearly all actives have a fitted effect of over 60% in size
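Read-out is AlphaScreen signal from streptavidin donor and nickel chelate acceptor beads (10 ug/mL final each) bridging L3MBTL1 (50 nM) and biotinylated K9-monomethylated H3(1-15) peptide (75 nM), after 30 min compound exposure at room temperature.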
IMPase Li cell: qHTS Assay for Identifying the Cell-Membrane Permeable IMPase Inhibitors: Potentiation with Lithium | CHO-M1 cells, IP1 TR-FRET (IP-One), carbachol + lithium | Potency, µM (top dose mostly 59.4 µM), for inactives: at the top dose activity, negative = IMPase inhibition, most hits filed as inhibitors | 210,000 compounds, 0.35% hits;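 further: IP1 builds up when IMPase is blocked and the TR-FRET signal falls; potency means the concentration at half of the fitted maximal effect; plate controls were basal vehicle for no effect and high inhibitor control for full effect; nearly all actives have a fitted effect of over 50% in size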
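CHO cells stably expressing M1 receptor (2000/well) were cultured 16–30 h, then exposed to compounds with a small lithium addition for 30 min at 37C. IP1 was measured by TR-FRET competition; AC50 from Hill fits.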
The depositor's hits bear a star; ? = inconclusive; . = not tested or not shown; & = joins results of further samples; [ ] = dose if it differs, or a comment. The call rests on the fitted dose curve; in most records, active means well fitted curve in the direction sought with a large enough effect; inconclusive means small, poorly fitted or top-dose-only effect, or another doubt; inactive means no such curve, though single readings can be large; an effect the other way counts as inactive or inconclusive. Only part of the results is shown, so the mix of outcomes need not match the whole.

SMILES	NPSR antag	Epigenetic derep	Luc counter	HTT aggregate	CBFb-RUNX1 inh	L3MBTL1 block	IMPase Li cell
Cc1cc(SCC#N)nc2ccccc12	8%	0.9%	2%	24%	-4%	28%	-13%
CCCCn1c(SCC(=O)N2CCC(C(=O)OCC)CC2)nc2cc(S(N)(=O)=O)ccc21	-11%[46.1 µM]	0.0%	-2%	2%	-3%	1%	12%
Cc1ccc(N(CC(=O)NC(C)(C)C)C(=O)CNC(=O)c2cccs2)c(C)c1	5%	3.0%	3%	2%[9.22 µM]	5%	4%	9%
CCOC(=O)c1sc2nc3c(cc2c1N)COC(C(C)C)C3 (configuration not stated)	4%[46.1 µM]	4.3%	-6%	-8%	4%	1%	?
CCOC(=O)c1sc(NC(=O)c2cccnc2)c(C#N)c1C	-11%[46.1 µM]	4.3%	-2%	-14%	5%	4%	11%[38.3 µM]
Cc1ccc(Cl)cc1NC(=O)c1ccc(NC(=O)CCC(=O)O)cc1	19%	0.0%	6%	3%	10%	6%	-1%
CCC1CCCCN1C(=O)c1cc(COc2ccc3ncccc3c2)on1 (configuration not stated)	26%	0.0%	.	1%[9.22 µM]	6%	-3%	14%
O=C1c2ccccc2-c2c1cccc2C(=O)N1CCCCCC1	1%	-9.5%	1%	-13%	8%	-1%	2%
N#C/C(=C\c1coc2ccccc2c1=O)C(N)=S	-34%	-0.5%	2%	-11%	2%	?	-15%
CC1CCCCC1NC(=O)Cn1nnc(-c2ccc(Cl)cc2)n1 (configuration not stated)	-9%[46.1 µM]	0.0%	3%	-11%	18%	-3%	-4%
CC1Cc2nc(SCC(N)=O)n(Cc3ccccc3)c(=O)c2S1 (configuration not stated)	10%	1.1%	.	-22%[9.22 µM]	4%	.	.
O=C(NCCCn1ccnc1)c1ccc(S(=O)(=O)Nc2ccccc2)cc1	8%	-1.0%	.	23%[9.22 µM]	5%	-9%	.
O/N=C1/CCCCc2sccc21	11%[46.1 µM]	-3.1%	-4%	-6%	-2%	0%	-10%[38.3 µM]
Cc1cc(Br)c(OCc2ccc(C(=O)N/N=C3\CC(=O)CC(C)(C)C3)cc2)c(Br)c1	-8%	1.1%	3%	26%	-12%	2%	9%
Cc1cc(Nc2ccc(C(C)C)cc2)n2ncnc2n1	-5%	-1.0%	0%	25%	1%	9%	7%
CCOC(=O)Cc1csc(NC(=O)c2ccc(NC(C)=O)cc2)n1	-5%[46.1 µM]	-1.9%	-1%	-13%	-7%	-4%	4%
C/C(CC(=O)NCc1ccco1)=N\NC(=O)Cc1cccc2ccccc12	0%[46.1 µM]	-2.3%	-6%	7%	-7%	-1%	2%[38.3 µM]
O=c1cc(CN2CCCc3ccccc32)nc2sccn12	-4%	8.8%	-1%	2%	-18%	3%	4%
CCOc1ccc2oc(C(=O)NC3CC(C)(C)NC(C)(C)C3)c(C)c2c1	5%	0.9%	-3%	14%	5%	-9%	0%
COc1ccc(C2=NOC3(CC(=O)N(c4ccc(F)cc4)C3=O)C2)cc1 (configuration not stated)	29%	2.0%	.	-15%[9.22 µM]	0%	-11%	.
C/C(=N/NC(=O)CC1N=C(Cc2ccccc2)NNC1=O)c1cccnc1 (configuration not stated)	7%	-3.3%	2%	2%[9.22 µM]	-4%	-4%	-7%
O=C(C1CCCN1S(=O)(=O)c1cccc2nsnc12)N1CCCCCC1 (configuration not stated)	7%	-6.1%	.	12%[9.22 µM]	10%	.	.
COC(=O)c1ccc(C(=O)Nc2ccc(C(C)C)cc2N)cc1	6%	0.7%	1%	-15%	7%	2%	-6%
CC(C)N(CCCNC(=O)C1CCN(S(=O)(=O)N2CCOCC2)CC1)Cc1ccccc1	5%[46.1 µM]	0.0%	-1%	1%	0%	3%	-1%[38.3 µM]
CCCC1Cc2c(sc(NC(=S)NC(=O)c3ccccc3)c2C#N)CO1 (configuration not stated)	9%	-1.0%	0%	5%	-11%	-2%	6%
CCOc1ccc(NC(=O)C2CSC(c3ccncc3)=N2)cc1 (configuration not stated)	17%	1.3%	-2%	22%	0%[2.36 µM]	5%	-4%
COc1ccccc1N1CCN(C(=O)CCSCc2ccccc2F)CC1	4%	4.6%&-0.7%	0%	-6%	-1%	.	7%
C=CCn1c(SCC(=O)Nc2sccc2C(N)=O)nc2sc(C)c(C)c2c1=O	-13%[46.1 µM]	1.1%	2%	25%	-12%	.	25%[38.3 µM]
CC(=O)NCCn1c(SCc2ccccc2F)nc2ccccc2c1=O	-13%[46.1 µM]	-1.0%	0%	4%	4%	4%	4%[38.3 µM]
O=C(Cc1nnc(NC(=O)Nc2ccccc2F)s1)NCc1ccccc1	12%	9.4%	.	-5%[9.22 µM]	10%	.	.
O=C(CSc1nnc2c(n1)[nH]c1ccc(F)cc12)OCc1ccccc1	-9%[46.1 µM]	5.3%	2%	13%	7%	-3%	-7%[38.3 µM]
Cc1nc2oc3c(NCC4CCCO4)ncnc3c2c2c1COC(C)(C)C2 (configuration not stated)	-11%[46.1 µM]	-2.2%	-5%	-4%	-3%	-5%	3%[38.3 µM]
O=C(OCC(=O)N1CCCc2ccccc21)c1cncc(Br)c1	-7%[46.1 µM]	-0.9%	.	26%	-2%	25%	.
Cc1ccc(C(=O)Nc2nnc(SCC(=O)N3CCCc4ccccc43)s2)cc1	-10%	0.0%	-3%	2%	1%	3%	11%
O=C(O)c1cccc(N2C(=O)c3ccc(Oc4ccc(Cl)cc4)cc3C2=O)c1	37%	-1.9%	.	1%	6%	-10%	.
Cc1ccc(C(=O)OCC(=O)NCc2ccc3c(c2)OCO3)s1	-7%[46.1 µM]	2.3%	0%	-10%	7%	-7%	1%[38.3 µM]
COc1ccc(NC(=O)N2CCCCCC2)c(OC)c1	14%	1.1%	2%	10%	6%	-5%[11.4 µM]	4%
CCCCNc1cc(C(=O)O)cc(S(N)(=O)=O)c1Oc1ccccc1	?	0.9%	1%	5%	2%	-3%	-7%&-5%&-7%&-3%&1%
CC(=O)NCCc1ccc(S(=O)(=O)NC2OC(=O)c3ccccc32)cc1 (configuration not stated)	-3%[46.1 µM]	0.0%	.	2%	1%	0%	.
CC(=O)OC(C(=O)n1nc(C)cc1C)c1ccccc1 (configuration not stated)	-22%[46.1 µM]	-0.7%	11%	-1%	2%	.	-5%[38.3 µM]
CCC1S/C(=C(\C#N)C(=O)NCc2ccco2)N(c2ccc(F)cc2)C1=O (configuration not stated)	-4%[46.1 µM]	-17%	.	-19%	4%	1%	.
CN(c1cccc(NC(=O)CN(c2ccc(Cl)c(Cl)c2)S(=O)(=O)c2ccccc2)c1)S(C)(=O)=O	-29%[46.1 µM]	0.0%	2%	?	1%	-4%	1%
COc1ccc(-c2sccc2C(C)C(=O)O)cc1 (configuration not stated)	-8%[46.1 µM]	2.3%	-4%	14%	0%	-6%	-6%[38.3 µM]
N#Cc1ccc(C23CC4(C2)[C@H](CN(Cc2ccc(-c5ccccc5)cc2)[C@@H]4c2ccccc2)C3c2ccc(C(F)(F)F)cc2)cc1 (some centres not stated)	17%	1.1%&0.0%	-2%	1%[9.22 µM]	1%&21%	.	-4%
CCOc1ccc(NC(=O)N2CCC(n3c(=O)[nH]c4ccccc43)CC2)cc1	-12%[46.1 µM]	1.6%	-4%	-4%	-1%	.	5%[38.3 µM]
CCCS(=O)(=O)N1CCN(CC2CC3C=CC2C3)CC1 (configuration not stated)	0%[46.1 µM]	0.0%	2%	10%	4%	0%	10%[38.3 µM]
CC(=O)O[C@@H](C)C[N+](C)(C)C	.	1.1%[16.9 µM]	-3%[17.1 µM]	12%[20.6 µM]	-5%[21.7 µM]	.	-6%
